Screens: PubChem BioAssay, several laboratories
GSK3B inh: human GSK3beta kinase inhibition. P49841. GST-GSK3beta kinase, ADP-Glo luminescence, 60 min; stronger effect = lower value. activity score (negative = inhibition), % at 10 µM. 300,000 tested, 0.038% active. AID 2097;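 active = more than half of replicate wells score below -50%, meaning over 50% inhibition versus plate controls; inconclusive = some replicates but at most half score below -50%; inactive = no replicate scores below -50%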;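 note: 0% = median DMSO wells and -100% = median GW8510 positive control wells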
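Test system: GST-fused GSK3beta enzyme, cell-free | Quantity: 1.6 ng GST-GSK3beta enzyme per well | Reagent: 25 µM ATP with peptide substrate | Schedule: 60 min enzyme reaction, room temperature | Signal: Luminescent ADP-Glo measurement of ADP formed | Read-out basis: Score relative to plate controls | Control set: DMSO and 20 µM GW8510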
GSK3A inh: inhibitors of human GSK-3 alpha kinase; 320,000 tested, 0.1% active; AID 2650; inhibition, % at 10 µM; ADP-Glo luminescence, 60 min;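 in the data active = inhibition above about 50%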;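 note: GST-tagged GSK-3 alpha with peptide substrate and 25 µM ATP; 0% = DMSO neutral wells and 100% = GW8510 positive control wells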
KCNK3 block: human KCNK3 channel inhibition, primary screen. CHO-KCNK3 thallium flux, FluxOR fluorescence; stronger effect = lower value. B-score at 10 µM. 340,000 tested, 0.84% active;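 active = B-score under library mean minus 4 SD, starting fluorescence ratio at most library mean plus 5 SD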;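 note: more negative B-score means stronger inhibition of thallium flux through KCNK3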
PolyA inhibitor: blocks polyadenylation in yeast reporter cells. AID 1875. 300,000 tested, 0.02% active. calls only at 12 µM. S. cerevisiae SKY197-pL101 polyadenylation reporter, beta-gal luminescence; efflux-impaired pdr1/pdr3 knockout yeast; score 100 = 6 SD above DMSO;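 active = lowest replicate activity score at least 50, where 100 means six control SD above control mean; inconclusive = lowest score under 50 but half or more replicates reach 50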;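 note: yeast exposed to compound for 9 h at 30 °C; higher score means more reporter readthrough which indicates perturbed polyadenylation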
hERG protect: shields human hERG channel from block by proarrhythmic agents; Q12809; CHO-hERG, FluxOR thallium flux, dofetilide IC70 present; activation (rescue from dofetilide block), less the hit threshold, % at 10 µM; 310,000 tested, 0.51% active; AID 1511;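 active = activation above the mean of controls blocked by dofetilide plus 5 SD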;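 note: thallium influx through hERG after potassium depolarization seen as dye fluorescence rise; in these data hits start at about 4.7%; inactives centre near -7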
KCNQ1 pot: potentiates or activates the human KCNQ1 potassium channel; CHO-K1 KCNQ1, thallium flux FluxOR fluorescence; stronger effect = higher value; AID 2648; B-score at 10 µM; 310,000 tested, 0.35% active;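 active = fluorescence ratio B-score, a plate-corrected score, at least three library SD, with initial intensity B-score within 5 SD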
Target sequence (P51787 whole entry, looked up): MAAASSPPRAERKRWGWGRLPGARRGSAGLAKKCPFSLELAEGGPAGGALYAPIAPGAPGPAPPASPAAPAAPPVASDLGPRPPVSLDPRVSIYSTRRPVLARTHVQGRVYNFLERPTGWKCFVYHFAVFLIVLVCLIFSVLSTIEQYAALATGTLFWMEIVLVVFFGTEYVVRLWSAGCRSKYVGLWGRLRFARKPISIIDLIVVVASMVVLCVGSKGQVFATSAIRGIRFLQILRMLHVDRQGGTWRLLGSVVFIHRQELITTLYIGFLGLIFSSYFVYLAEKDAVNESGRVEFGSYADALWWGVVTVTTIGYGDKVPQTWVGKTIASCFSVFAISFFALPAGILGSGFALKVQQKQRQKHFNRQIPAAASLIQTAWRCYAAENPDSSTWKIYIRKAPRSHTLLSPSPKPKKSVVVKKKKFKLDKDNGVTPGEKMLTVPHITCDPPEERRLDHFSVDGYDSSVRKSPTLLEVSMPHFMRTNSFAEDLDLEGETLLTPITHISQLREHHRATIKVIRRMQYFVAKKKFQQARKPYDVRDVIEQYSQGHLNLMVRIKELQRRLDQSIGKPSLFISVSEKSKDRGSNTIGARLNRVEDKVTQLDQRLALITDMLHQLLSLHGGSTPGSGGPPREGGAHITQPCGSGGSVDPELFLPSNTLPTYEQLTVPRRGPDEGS
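assay system = KCNQ1-transfected CHO-K1 cells | medium = assay buffer with matched DMSO | probe or stimulus = depolarizing K+/Tl+ stimulus, K2SO4 and Tl2SO4 each 12.5 mM in 5x stock | dosing = single dose | incubation = dye 90 min, compound 20 min, room temperature | detection = kinetic FluxOR fluorescence, 10 s baseline plus 110 s post-stimulus | evaluation = ratio B score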
RGS4 pot: RGS4 potentiation or activation; HEK293 M3R/inducible RGS4, carbachol calcium flux Fluo4; stronger effect = lower value; B-score at 10 µM; 310,000 tested, 0.92% active;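 active = B-score of the integrated calcium signal more than 4 SD below the library mean, with starting fluorescence not abnormally high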;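 note: negative B-score means reduced calcium response which marks RGS4 activation or potentiation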
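test system = HEK293 cells with stable M3R and inducible RGS4 | schedule = recording 10 s baseline at 1 Hz, 100 s post-agonist | technique = Fluo4-AM (2 µM) calcium-flux fluorescence, kinetic read | measure = Agonist-evoked peak-minus-minimum fluorescence over baseline, integrated ratio, B score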
HDAC3 inh: inhibitors of human histone deacetylase 3 | 320,000 tested, 0.15% active | recombinant HDAC3, fluorogenic peptide/trypsin coupled, fluorescence | inhibition, % at 8.3 µM | O15379 | AID 2718; in the data active = inhibition above about 26%, passing the limit was not always enough; inconclusive = no clear call, values can overlap the other calls
DYRK1A inh: blocks rat Dyrk1A kinase activity. ADP-Glo luminescence, NFATc1 peptide. Q63470. inhibition, % at 12.5 µM. 310,000 tested, 0.43% active; in the data active = inhibition above about 50%;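 note: plate controls were vehicle with enzyme for no effect and no enzyme for full effect; many of its hits are not listed in these tables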
KCNQ1 block: blocks the human KCNQ1 potassium channel; CHO-K1 KCNQ1, FluxOR thallium flux fluorescence; stronger effect = higher value; B-score at 10 µM; 310,000 tested, 1.3% active;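 active = compounds whose thallium flux B-score, printed positive for inhibition, exceeds three library SD while starting fluorescence stays within three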;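 note: channel opened by potassium depolarization with thallium stimulus after 20 min compound exposure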
KCNK9 inh: inhibitors of human KCNK9 two-pore domain potassium channel; AID 488922; Q9NPC2; HEK293 KCNK9, FluxOR thallium flux fluorescence; stronger effect = lower value; 310,000 tested, 1.2% active; B-score at 10 µM;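 active = ratio B-score over 3 SD below the library mean, with starting fluorescence within 5 SD of its mean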;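 note: negative B-score means less thallium flux so channel inhibition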
* = called active by the depositor; i = inactive; ? = inconclusive; . = no result given.

canonical_smiles	GSK3B inh	DYRK1A inh	KCNK3 block	RGS4 pot	KCNK9 inh	hERG protect	KCNQ1 block	HDAC3 inh	KCNQ1 pot	GSK3A inh	PolyA inhibitor
COC(=O)c1ccc(OC(=O)CS(=O)c2ccccc2[N+](=O)[O-])cc1 (configuration not stated)	2	0	i	i	i	-15	i	7	i	1	i
N#C/C(=C1/CCCN1)c1ccccn1	1	0	i	i	i	-14	i	-1	i	0	i
CC(C)C(=O)N(c1ccc2oc(=O)sc2c1)S(=O)(=O)c1ccccc1	0	-2	i	i	i	-10	i	1	i	-1	i
Cc1cccc(N2CCN(C(=O)c3ccc4c(c3)NC(=O)C(CSCc3cccc(F)c3)N4)CC2)c1C (configuration not stated)	-1	.	.	i	i	-5	i	4	i	-3	i
CCC(C)c1ccc(NC(=O)NCCN2CCCCC2)cc1 (configuration not stated)	-3	13	i	i	i	-4	i	-7	i	-2	i
COc1cc([N+](=O)[O-])ccc1NC(=O)CN1CCN(C(=O)c2ccco2)CC1	-1	.	i	i	i	-10	i	8	i	2	i
O=C(NCCc1c[nH]c2ccccc12)/C(=C/c1ccco1)NC(=O)c1ccco1	0	1	i	i	i	-9	i	1	i	15	i
Cc1cc(C)cc(C(=O)NCCC(=O)NCc2cc(=O)n(C)c(=O)n2C)c1	4	8	i	i	i	-6	i	2	i	0	i
COC(=O)c1ccsc1NC(=O)c1cccc(OC)c1	0	5	i	i	i	-15	i	-9	i	-9	i
O=C(CSc1ccc(-c2ccccc2)nn1)c1cccs1	0	.	i	i	i	-6	i	-1	i	-4	i
CCOC(=O)N1CCN(c2ccc(O)cc2)CC1	2	5	i	i	i	-3	i	5	i	1	i
Cc1ccc2[nH]c(=O)c(CN(CCc3ccccc3)Cc3nnnn3CC3CCCO3)cc2c1 (configuration not stated)	0	0	i	i	i	-4	i	1	i	-2	i
COC(=O)c1ccc(NC(=O)COc2ccc(S(=O)(=O)NC(C)C)cc2)cc1	2	-1	i	i	i	0	i	-3	i	-1	i
O=C(Nc1ccc2nc(-c3cccnc3)[nH]c2c1)C1CCCCC1	-16	17	i	i	i	-9	i	-4	i	-2	i
CC1CCN(C(=O)c2cc3nc(C4CC4)cc(C(F)(F)F)n3n2)CC1	3	6	i	i	i	-8	i	0	i	0	i
CCNc1ccccc(-c2ccc3ccccc3n2)c1=O	-3	1	i	i	i	-11	i	1	i	0	i
COc1ccc(NC(=O)COc2ccc(/C=C/c3cccc[n+]3C)cc2OC)cc1	-2	-4	i	i	i	-10	i	5	i	-2	i
O=C(NC(=S)N1CCCc2ccccc21)c1ccccc1	5	-5	i	i	i	2	i	6	i	-4	i
CN1C(=O)C(CC(=O)Nc2ccccc2F)N(NC(=O)c2ccc(Br)cc2)C1=S (configuration not stated)	2	0	i	i	i	-3	i	1	i	0	i
COc1ccc(C[C@H]2CN3C(=NC[C@@H]3C(C)C)N2CCNC(=O)c2ccc(C)c(Br)c2)cc1	-5	9	i	i	i	-18	i	2	i	5	i
Cc1cccc(-n2nc3c(c2NC(=O)CCC2CCCCC2)CS(=O)C3)c1C (configuration not stated)	-4	55*	i	i	i	-6	i	-1	i	-3	i
O=c1[nH]c2cccnc2n1-c1ccc([N+](=O)[O-])cc1	1	-4	i	i	i	-7	i	2	i	-2	i
COC(=O)C1=C(C)NC(=O)NC1/C=C/c1ccccc1 (configuration not stated)	2	-8	i	i	i	-14	i	.	i	2	i
COc1ccccc1C(=O)NCCC(=O)NCCCSc1ccccc1	3	.	i	i	i	-12	i	?	i	-1	.
Clc1ccc(CN2C3=NCCCN3c3ccccc32)c(Cl)c1	0	-2	i	i	i	-11	i	2	i	-2	i
CC(=O)Nc1ccc(S(=O)(=O)N(C#N)c2nc(N(C)C)nc(N(C)C)n2)cc1	2	-5	i	i	i	-1	i	-2	i	-2	i
CN(C)S(=O)(=O)c1cccc(-c2nn(-c3ccccc3)cc2/C=C(/C#N)C(=O)NCc2ccco2)c1	1	6	i	i	i	-11	i	-9	i	-2	i
CSc1ncc(CN2CCC(C(=O)Nc3cccc(-c4cscn4)c3)CC2)cn1	2	9	i	i	i	-9	i	-1	i	-5	i
Cc1ccc(/C=C2/SC(=S)N(CCC(=O)N3CCOCC3)C2=O)cc1	-2	2	i	i	i	-7	i	-2	i	-1	i
NC(=O)CC(NC(=O)Cc1ccc(Br)cc1)c1ccc(N2CCC(Br)CC2)c([N+](=O)[O-])c1 (configuration not stated)	2	4	i	i	i	-2	i	-1	i	-2	i
Brc1ccc2ncnc(NCc3ccco3)c2c1	1	50	i	i	i	-18	i	-1	i	5	i
Cc1ccc(S(=O)(=O)N2CCN(Cc3nc4ccccc4n3C)CC2)cc1	1	-2	i	i	i	-4	i	0	i	-2	i
O=C(COc1ccc2c(c1)CCC2)NCc1ccccc1	4	1	i	i	i	-6	i	8	i	-1	i
CCCc1cc(=O)n2[nH]c(-c3ccccc3)cc2n1	2	-2	i	i	i	-8	i	-3	i	0	i
COc1cc(CCCN2C(=O)C(=O)NC[C@@H]2Cc2ccc(O)cc2)cc(OC)c1OC	3	2	i	i	i	-9	i	0	i	0	i
O=C(OCc1ccc(Br)cc1)c1cccnc1	.	-2	i	i	i	-4	i	1	i	-1	i
CC(=O)Nc1cc(OC(=O)c2ccco2)cc(OC(=O)c2ccco2)c1	0	3	i	i	i	-4	i	8	i	0	i
CCOc1ccc(OCCNC2CCCC2)cc1	5	-1	i	i	i	-9	i	-1	i	0	i
Cc1nonc1C1CCCN1C(=O)c1cc(COc2ccc(F)cc2Cl)on1 (configuration not stated)	3	2	i	i	i	-2	i	-5	i	2	i
C/C(=N\NC(=O)c1cc(-c2cccnc2)nc2ccccc12)c1ccc(O)cc1O	2	4	i	i	i	-7	i	6	i	-2	i
CC(=O)c1cccc(NC(=O)N2CCN(S(C)(=O)=O)CC2)c1	2	-1	i	i	i	-10	i	-3	i	-5	i
COC(=O)c1cnn(-c2ccccc2)c1-n1cccc1C=O	1	.	i	i	i	-7	i	-1	i	.	i
CCOc1cc2[nH]c(=O)n(CCCCCC(=O)NCc3ccco3)c(=O)c2cc1OCC	4	-1	i	i	i	-3	i	3	i	1	i
O=C(CSc1cccc(C(F)(F)F)c1)NC(=O)c1ccccc1	-1	-2	i	i	i	-9	i	2	i	2	i
COc1ccccc1C(=O)C1CCCN(Cc2cccc3nccnc23)C1 (configuration not stated)	1	3	i	i	i	-15	i	6	i	5	i
C=C(C)c1cccc(C(C)(C)NC(=O)NCCCn2ccnc2)c1	0	-6	i	i	i	-3	i	1	i	-8	i
CSc1ccc(CNCC2CCCO2)cc1 (configuration not stated)	-2	-3	i	i	i	-8	i	-8	i	-5	i
CC1CCCN(c2c([N+](=O)[O-])cc(C(=O)O)cc2[N+](=O)[O-])C1 (configuration not stated)	3	-7	i	i	i	-20	i	10	i	-6	i
c1ccc(-c2cc3ccccc3nc2N2CCCC2)cc1	0	-11	i	i	i	-10	i	-1	i	-1	i
CC(C)Oc1ccc(C(=O)OCC(=O)N2CCCc3ccccc32)cc1	-4	-8	i	i	i	-18	i	0	i	-3	i
O=C(Nc1ccc(C(=O)NC2CCCCC2)cc1)c1cncc(Br)c1	3	.	i	i	i	-1	i	1	i	-1	i
COCCN1C(=O)N[C@@H](CCc2ccccc2)[C@@H](C(=O)OC)[C@H]1C	1	7	i	i	i	2	i	1	i	0	i

These rows are one share of the data (hit frequency here may not be typical).
